H9c2 TAG inh: triacylglycerol accumulation inhibition; H9c2 cells, Nile Red lipid (TAG) fluorescence; cells loaded with 200 µM oleic acid; inhibition, % at 12.5 µM; 230,000 compounds, 0.66% hits;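 active = pattern-corrected inhibition of lipid staining of at least 50% with the nuclear-stain viability signal not falling by more than 50%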;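 note: 0% = DMSO wells and 100% = triacsin C control wells; some results filed as inactive read as strong as hits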
H9c2 TAG inh DAPI viability: recorded beside H9c2 TAG inh, whose call it bears; DAPI nuclei signal change (viability), lower = more cytotoxic, %;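 whole-well DAPI fluorescence read on a plate reader as a viability signal; minus 50 percent equals half of cells still viable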
* marks the source's active call; other numbers are inactive results. This is a subset; count on the stated rates, not on these rows.

| Structure | H9c2 TAG inh | H9c2 TAG inh DAPI viability |
| --- | --- | --- |
| CN1CCN(S(=O)(=O)c2ccc(NC(=O)c3ccccc3Cl)cc2)CC1 | 1 | -3 |
| Cc1ccc2c(c1)N1C(=O)c3ccccc3C1C1=C(CC(C)(C)CC1=O)N2 (configuration not stated) | 41 | -20 |
| Cc1ccc(NC2=NC(c3ccc(F)cc3)n3c(nc(C)cc3=O)N2)c(C)c1 (configuration not stated) | 7 | -4 |
| Cc1nnc(NC(=O)CSc2ccc([N+](=O)[O-])cn2)s1 | -8 | 0 |
| O=C(COC(=O)/C=C/c1cccc(Br)c1)Nc1ccc(Cl)cn1 | -7 | -2 |
| Cc1cc(N(C)C)cc(C)[n+]1[O-] | -16 | 4 |
| O=C1/C(=C/c2cccc(Br)c2)SC(=S)N1/N=C/c1cc([N+](=O)[O-])ccc1O | 1 | 7 |
| COc1ccc(NC(=O)C(C)N2C(=O)c3ccccc3C2=O)cc1S(=O)(=O)N1CCOCC1 (configuration not stated) | 5 | 9 |

4 entries from above, field by field.
O=C(COC(=O)/C=C/c1cccc(Br)c1)Nc1ccc(Cl)cn1
  H9c2 TAG inh = -7
  H9c2 TAG inh DAPI viability = -2
Cc1cc(N(C)C)cc(C)[n+]1[O-]
  H9c2 TAG inh = -16
  H9c2 TAG inh DAPI viability = 4
COc1ccc(NC(=O)C(C)N2C(=O)c3ccccc3C2=O)cc1S(=O)(=O)N1CCOCC1 (configuration not stated)
  H9c2 TAG inh = 5
  H9c2 TAG inh DAPI viability = 9
Cc1ccc(NC2=NC(c3ccc(F)cc3)n3c(nc(C)cc3=O)N2)c(C)c1 (configuration not stated)
  H9c2 TAG inh = 7
  H9c2 TAG inh DAPI viability = -4

The listing continues.
| Structure | H9c2 TAG inh | H9c2 TAG inh DAPI viability |
| --- | --- | --- |
| COCCn1c(C)cc(C(=O)CSc2n[nH]c(N)n2)c1C | 10 | 4 |
| CCOC(=O)c1c(NS(=O)(=O)c2ccc(Br)cc2)sc2c1CCC2 | 5 | -1 |
| Cc1cccnc1C(NC(=O)C1CCN(CCCc2ccccc2)CC1)c1ccc(F)cc1 (configuration not stated) | 5 | 12 |
| COc1ccc(N2CCN(C3CCCN(Cc4cccc(C(C)=O)c4)C3)CC2)cc1 (configuration not stated) | -12 | 7 |
| Cc1ccc(NC(=O)COc2ccc3c(c2)OCO3)c(C)c1 | -9 | -4 |
| O=C(NCCN1CCOCC1)c1cccc(S(=O)(=O)N(Cc2ccccc2)c2ccccc2)c1 | 1 | 3 |
| Cc1ccc(S(=O)(=O)CC(O)COc2ccc(F)cc2Cl)c(C)c1 (configuration not stated) | -13 | 3 |
| O=C1NCC(COCc2ccccc2)O1 (configuration not stated) | -18 | 7 |
| CCC(=O)c1ccc(OCC(=O)OCC(=O)N2CCc3ccccc32)cc1 | -3 | -6 |
| COc1ccc(CCNC(=O)CN2C(=O)NC(c3ccccc3)(c3ccccc3)C2=O)cc1 | 15 | -3 |
| CCOC(=O)c1c(N2C(=O)Nc3ccccc3N2O)sc2c1CCCCC2 | -1 | -7 |
| Cc1nnc(SCC(=O)Nc2cccc(Br)c2)s1 | -3 | 11 |
| Clc1ncc2[nH]cnc2n1 | -19 | 13 |
| CNC(=O)NNC(=O)c1csc(Cc2c(Cl)sc3ccc(Cl)cc23)n1 | -8 | 11 |
| CCCNc1cc(C)c(C#N)c2nc3ccccc3n12 | -6 | 20 |
| CCN(C[C@H]1N[C@@](Cc2ccccc2)(C(=O)OC)[C@H]2C(=O)N(C)C(=O)[C@@H]12)C(=O)Nc1ccc(C)cc1 | -12 | -1 |
| O=C(CSc1nc2ccccc2c(=O)n1-c1ccc(F)cc1)Nc1ccc(N2CCOCC2)cc1 | 14 | -11 |
| CC(C)(C)[C@H](NC(=O)c1ccc(N)c(Cl)c1)C(=O)N1CCC[C@H]1C(=O)N[C@H](C#N)CC(=O)O | 39 | -49 |
| CCOC(=O)C1CCN(c2ncnc3c2c(-c2ccccc2)cn3-c2ccccc2)CC1 | -32 | 14 |
| O=C(Cn1c(NCCO)nc2ccccc21)c1cccs1 | 2 | -10 |
| COC(=O)c1c(O)cc(=O)n2c1CCCCC2 | 17 | -6 |
| Cc1noc(C)c1S(=O)(=O)Nc1ccccc1Oc1ccccc1 | -12 | -5 |
| Cc1ccc(CN2CCN(Cc3cnc(N4CCOCC4)s3)CC2CCO)cc1 (configuration not stated) | 7 | 5 |
| CC(=O)C[C@@H](O)CC(=O)[C@H]1OC(=O)CCCCCCCCc2ccccc21 | -15 | -6 |
| NS(=O)(=O)c1ccc(CCNC(=O)c2cccc(S(=O)(=O)N3CCCC3)c2)cc1 | 9 | -5 |
| CC1=C(C(=O)Nc2ccccc2)C(c2ccncc2)C(C#N)=C(SCC(=O)Nc2ccccc2)N1 (configuration not stated) | -10 | -2 |
| Cc1sc(Nc2ccc([N+](=O)[O-])cc2)nc1-c1c(C)n(C)n(-c2ccccc2)c1=O | -2 | -2 |
| CCOc1ccc(NC(=O)CN(C)C(=O)C2CCCO2)cc1OCC (configuration not stated) | -1 | -7 |
| CC(=O)Nc1ccc2nc(C3CCCCC3)[nH]c2c1 | -2 | 3 |
| O=S(=O)(NCc1ccco1)c1ccccc1Br | -3 | -6 |
| Cc1ccc(-n2ncc3c(NCCCOC(C)C)ncnc32)c(C)c1 | -19 | 13 |
| C#CCNC(=O)C1=C[C@H](c2csc3ccccc23)[C@@H](CCCO)[C@H](OCC)O1 | 11 | 15 |
| CCN(CC)C(=O)COc1ccc(/C(C)=N/NC(=O)c2ccccc2Br)cc1 | -6 | 7 |
| Cc1cccc2sc(NNC(=O)c3ccc(S(=O)(=O)N4CCCC(C)C4)cc3)nc12 (configuration not stated) | 3 | -12 |
| O=C(CCN1CCCCC1c1cccnc1)NCc1ccccc1 (configuration not stated) | -5 | 0 |
| CCn1c2ccccc2c2cc(/C=N/NC(=O)c3ccccc3)ccc21 | 14 | -1 |
| COCCCN(CC(=O)Nc1ccc(F)cc1)S(=O)(=O)c1cccs1 | -2 | -2 |
| CCCNC(=O)c1cc(S(=O)(=O)N2CCCCC2)c[nH]1 | 0 | 11 |
| NC(CO)c1cn([C@@H](CCC(=O)O)C(=O)N2CCNCC2)nn1 (some centres not stated) | 13 | -1 |
| CCCCCNC(=O)C(C#N)c1nc2ccccc2nc1N1CCCC1 (configuration not stated) | -33 | -2 |
| NC1=NC[C@H](c2ccccc2)N1CCc1cccc(F)c1 | -14 | -1 |
| CN1CCN(c2ccc(CNS(=O)(=O)c3ccc(F)cc3Cl)cc2)CC1 | -4 | -5 |
| Cc1cc(C(=O)N2CCN(C(=O)c3ccco3)CC2)ccc1[N+](=O)[O-] | -2 | 3 |
| O=C(Oc1ccccc1)c1ccc(-n2cnnn2)cc1 | 15 | -8 |
| CC(=O)NCCNc1nc(NC(C)C)nc2ccsc12 | 4 | 0 |
| Cc1cc(NC(=O)CCC(=O)N(CCC(C)C)CC(=O)NCC2CCCO2)no1 (configuration not stated) | 17 | -8 |
| N#Cc1c(Cn2cncn2)nc(=O)n(-c2ccccc2)c1N | 4 | 0 |
| CC(=O)Nc1ccc(NC(=O)C(C)OC(=O)C(C)SCC(=O)Nc2ccc(C)cc2)cc1 (configuration not stated) | -7 | -3 |
| COc1ccc2nc(N3CCCC(C(=O)NCCCN4CCN(C)CC4)C3)sc2c1 (configuration not stated) | 34 | -8 |
| Cc1cccc(Oc2ncccc2[N+](=O)[O-])c1C | -6 | 0 |
| N#C/C(=C\c1ccc([N+](=O)[O-])cc1)C(=O)NCCCn1ccnc1 | 10 | -5 |
| COC(=O)Cc1nc(Nc2ccccc2)sc1C | -10 | 0 |
| CC(Sc1nnc(Cc2ccc3c(c2)OCO3)o1)C(N)=O (configuration not stated) | 1 | -5 |
| C/C(=N/OC(=O)c1cccc(C(F)(F)F)c1)c1cnccn1 | 2 | 4 |
| COc1ccc(OCC(=O)OCC(=O)NC2CCCC2)cc1 | -5 | 3 |
| O=C(Cc1c(F)cccc1Cl)NCc1cccnc1 | -6 | 5 |

Among those listed so far, two have a furan ring, fused or not:
| Structure | H9c2 TAG inh | H9c2 TAG inh DAPI viability |
| --- | --- | --- |
| O=S(=O)(NCc1ccco1)c1ccccc1Br | -3 | -6 |
| Cc1cc(C(=O)N2CCN(C(=O)c3ccco3)CC2)ccc1[N+](=O)[O-] | -2 | 3 |

Next part
| Structure | H9c2 TAG inh | H9c2 TAG inh DAPI viability |
| --- | --- | --- |
| CC1Cc2ccccc2N1CC(=O)Nc1cccc(S(N)(=O)=O)c1 (configuration not stated) | -7 | 5 |
| Cn1nccc1C(=O)N1CCc2c([nH]c3ccccc23)C1c1ccc(F)cc1 (configuration not stated) | 6 | -2 |
| COC(=O)c1ccc(NC(=O)c2snnc2-c2ccccc2)cc1 | -1 | 8 |
| COCC(C)n1c(C)cc(C(=O)COC(=O)c2ccc(N3CCCC3=O)cc2)c1C (configuration not stated) | 16 | -11 |
| Cc1ccc([C@H]2C(C(=O)O)=CC[C@@H](c3cccc(C)c3)N2S(=O)(=O)c2ccc(C)cc2)cc1 | 4 | -1 |
| Cc1ccc(/C=C/C(=O)N2CC(C)CC(C)C2)o1 (configuration not stated) | -9 | 2 |
| CCN(CC(=O)NC(=O)NCc1ccco1)Cc1ccccc1 | -19 | 9 |
| O=C(NCc1ccc(F)cc1)Nc1cccc(Cl)c1 | -42 | 0 |
| O=C(CN1CCN(c2ccccc2)CC1)N/N=C/c1cccc(F)c1 | -4 | 2 |
| CNc1ncnc2c1ncn2[C@H]1CN(C2CCCC2)C[C@@H](CO)O1 | 1 | -1 |
| COc1ccccc1NC(=O)CSc1nnc(COc2ccccc2OC)n1C | -3 | 2 |
| S=C(NCc1ccc(Cl)cc1)NC1CCN(Cc2ccccc2)CC1 | -18 | 33 |
| O=C1Nc2ccc(NS(=O)(=O)c3cccs3)c3cccc1c23 | 5 | 4 |
| Cc1sc2ncn(Cc3ccccc3F)c(=O)c2c1C | -9 | -7 |
| Cc1cccc(CSCc2ccc(C(=O)NC3CCCC3)o2)c1 | 2 | -1 |
| CC(=O)c1cc(CN2CCN(CCC(C)C)C(CCO)C2)cs1 (configuration not stated) | -8 | -1 |
| CCOc1cc(/C=C2/C(=O)NN(c3cccc(Cl)c3)C2=O)ccc1O | -4 | -1 |
| O=C(Cc1ccccc1[N+](=O)[O-])NCc1ccco1 | -6 | 4 |
| CSCc1nnc(NC(=O)c2ccc(S(=O)(=O)N(C)C)cc2)o1 | 4 | -2 |
| CCOc1ccc2nc(NC(=O)NC3CCCCC3)sc2c1 | 0 | 15 |
| Cc1sc(NC(=O)C2CC(=O)N(Cc3ccco3)C2)nc1-c1ccccc1 (configuration not stated) | 10 | 4 |
| CC(=O)N1CCN(C(=S)c2ccc(-c3ccc(Cl)cc3)o2)CC1 | -14 | 4 |
| CCC(=O)NC1=C(C#N)C2(CCCC2)Cc2ccccc21 | -9 | -4 |
| CCOc1ccc(CCNC(=O)COC(=O)c2cccc(S(=O)(=O)N3CCOCC3)c2)cc1OCC | 26 | -3 |

One compound at a time, from the list above. Order of values: H9c2 TAG inh, H9c2 TAG inh DAPI viability
O=C(Cc1ccccc1[N+](=O)[O-])NCc1ccco1 in the list: -6, 4
CCOc1ccc2nc(NC(=O)NC3CCCCC3)sc2c1 in the list: 0, 15
CSCc1nnc(NC(=O)c2ccc(S(=O)(=O)N(C)C)cc2)o1 in the list: 4, -2
CCOc1cc(/C=C2/C(=O)NN(c3cccc(Cl)c3)C2=O)ccc1O in the list: -4, -1
CC(=O)N1CCN(C(=S)c2ccc(-c3ccc(Cl)cc3)o2)CC1 in the list: -14, 4

The results go on.
| Structure | H9c2 TAG inh | H9c2 TAG inh DAPI viability |
| --- | --- | --- |
| O=C(CSc1nnc(CNC(=O)c2ccccc2)o1)NCCc1ccccc1 | -3 | 1 |
| CCNS(=O)(=O)c1ccc(CCC(=O)Nc2ccc(C(=O)OC)cc2)cc1 | -7 | -10 |
| O=C(C1CCCN1S(=O)(=O)c1cccc2cccnc12)N1CCn2c1nc1ccccc12 (configuration not stated) | 7 | 1 |
| COCCN(C(=O)COC(=O)/C=C/c1cccc(OC)c1)c1c(N)n(CC(C)C)c(=O)[nH]c1=O | 4 | 3 |
| COc1ccc(-n2nnnc2SC(C)C(=O)NC2CCCC2)cc1 (configuration not stated) | -5 | 7 |
| COCCNC(=S)Nc1ccccc1[N+](=O)[O-] | 0 | -4 |
| CCOc1ccc(NC(=O)COc2ccc(C(=O)NC(C)c3ccc(S(N)(=O)=O)cc3)cc2OC)cc1 (configuration not stated) | 21 | -14 |
| Cc1cccc(NC(=O)c2ccc(OCc3c(C)noc3C)cc2)n1 | 11 | -8 |
| CC(/C=C1\SC(=S)N(c2ccc(C(=O)O)cc2)C1=O)=C\c1ccccc1 | -1 | 2 |
| NNC(=O)COc1ccc(F)cc1 | -1 | -6 |
| Cc1ccc(CSc2nnc(-c3ccncc3)o2)c(C)c1 | -10 | 8 |
| CN1C[C@@H]2[C@@H]3C(=O)N(Cc4ccccc4)C(=O)[C@@H]3[C@](Cc3ccccc3)(C1=O)N2C(=O)c1ccc(C(F)(F)F)cc1 | 0 | 3 |
| COc1ccc(NC(=O)N(C)C[C@H]2Oc3ccc(NC(=O)c4ccncc4)cc3C(=O)N([C@H](C)CO)C[C@@H]2C)cc1 | 3 | 2 |
| Cc1cc(C(=O)Nc2ccc3c(c2)OCCO3)c2ccccc2n1 | 8 | -14 |
| O=C(NCc1ccco1)c1cc2nc(C3CC3)cc(C(F)(F)F)n2n1 | 16 | 0 |
| Cc1ccc(NC(=O)CN2CCN(CCN=CC3=C(O)CC(c4ccc(C)cc4)CC3=O)CC2)cc1 (configuration not stated) | -7 | -2 |
| COc1ccccc1C(=O)n1nc(-c2cccnc2)nc1NCc1ccccc1 | 3 | -4 |
| CC(C)NC(=O)c1sc2nc3c(c(-c4cccs4)c2c1N)CN(C)CC3 | -11 | -3 |
| COc1ccccc1-c1nnc(NC(=O)c2ccc(S(=O)(=O)N3CCOCC3)cc2)o1 | -9 | 0 |
| COc1cc(OC)cc(C(=O)Nc2nnc(-c3cccnc3)o2)c1 | -3 | -1 |
| CCN1C(=O)N(CC)C2C1N(C(C)=O)C(=O)N2C(C)=O (configuration not stated) | 1 | 6 |
| NC(=O)c1ccc(N2CCN(c3ccccc3O)CC2)c([N+](=O)[O-])c1 | 15 | -11 |

Screening data from PubChem.
